# Platelet DG rel = platelet dense granule release activity. human platelet-rich plasma, SFLLRN dense granule ATP release, luminescence. hit rate 0.22% among 300,000. inhibition, %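 (compounds screened at 7.5 µM in platelet-rich plasma)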;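 active means mean replicate score, as percent of positive control, at or above 50; inconclusive means mean below 50 but at least one replicate at or above 50; inactive means mean and every replicate below 50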
# KLF5 inh = kruppel-like factor 5 inhibition | DLD-1 KLF5 promoter-luciferase reporter, luminescence | inhibition, % at 5 µM | hit rate 0.23% among 290,000;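 active means inhibition above a per-plate limit of that plate's mean compound inhibition plus 3 SD, cut at about 60% in these data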;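 further: 0% = DMSO wells and 100% = LY294002 at 200 µM; higher means less KLF5 promoter-driven luciferase light; inactives centre near -14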
# HSF1 inhib = HSF1 inhibition; NIH3T3-HGL HSE-luciferase, MG132-induced, luminescence 8 h; stronger effect = lower value; activity change, negative = inhibition, % at 7.5 µM (by protocol); hit rate 0.77% among 300,000;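 active means more than half of replicate wells show activity change below -50%, luminescence cut by over half; inconclusive means some wells, but at most half, below -50%; inactive means no replicate well below -50%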;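 further: luciferase reports HSF-1 transcriptional activity via heat shock element; 0% = median of DMSO wells and -100% = zero luminescence signal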
# IEC-6 cytotox = IEC-6 cytotoxicity, counter-screen for KLF5 inhibitors; luminescence viability; inhibition, % at 5 µM; hit rate 0.78% among 290,000; AID 1825; in the data active means inhibition above about 22%;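 further: 0% = plate median of test compound wells and 100% = cytotoxic reference compound wells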
# HSF1 activator = increases HSF-1 driven luciferase reporter signal; NIH3T3-HGL HSF-1 luciferase reporter, MG132, 8 h; 100% = twice DMSO control signal; activation, % at 9 µM; hit rate 1.7% among 300,000;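 active means mean replicate activation of at least 50% with a set share of replicates each reaching 50%; inconclusive means only one of those two conditions met; inactive means mean below 50% and too few replicates reaching it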;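 further: 0% = median of the neutral control wells and 100% = twice that signal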
# SKKanGAS inh = inhibitors of SKKanGAS S. pyogenes growth in kanamycin (SK-promoter or general growth effect); BacTiter-Glo, 6 h; hit rate 1.3% among 300,000; inhibition, % at 7.5 µM;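 active means mean replicate score, as percent of positive control median, at least 50; inconclusive means mean below 50 but one replicate at or above 50; inactive means mean and every replicate below 50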;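 further: strain carries kanamycin resistance gene driven by streptokinase promoter and grows in 40 µg/ml kanamycin; loss of luminescence reflects streptokinase promoter inhibition or plain growth inhibition; 0% = median of DMSO wells and 100% = positive control at its reference dose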
# HSP90 refold inh = blocks HSP90-mediated luciferase refolding in reticulocyte lysate. Rabbit reticulocyte lysate, luciferase refolding luminescence, 3 h. inhibition, % at 5.6 µM. hit rate 0.91% among 290,000;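 active means inhibition above the screen-wide mean plus 3 SD, computed separately per campaign, cut at about 16% in these data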;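 further: 0% = DMSO wells and 100% = 60 µM geldanamycin wells; inhibitors lower the luminescence because luciferase stays unfolded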
# AI-2 QS mod = Vibrio harveyi AI-2 quorum sensing modulation. hit rate 0.4% among 300,000. activity change, % at 7.5 µM. AID 2094. Vibrio harveyi JMH597 AI-2 luminescence/OD600 ratio, 9 h; stronger effect = lower value; strain lacks LuxN and CqsS sensors; 0 = neutral-control median; in the data active means activity change below about -75%, passing the limit was not always enough; inconclusive means no clear call, values can overlap the other calls;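 further: luminescence divided by OD600 gain over 9 h not by final OD600 alone; inactives centre near 13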
# HIF act = HIF pathway transcriptional activation; U2OS HRE-luciferase reporter, luminescence; normalized: DMSO 0%, desferrioxamine 100%; activation, % at 7.5 µM (by protocol); hit rate 0.32% among 300,000;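 active means mean activation of at least 10% of the iron chelator positive control signal, with at least half of replicates also reaching 10%; inconclusive means mean and replicate majority disagree about reaching 10%; inactive means mean and most replicates under 10%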
# aSyn 5UTR inh = 5' untranslated region of α-synuclein, MLPCN primary screen | alpha-synuclein 5'UTR reporter, inhibitor activity | inhibition, % (tested at 7.5 µM) | hit rate 0.82% among 300,000 | AID 1813; in the data active means inhibition above about 60%; inconclusive means no clear call, values can overlap the other calls;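 further: H4 neuroglioblastoma cells stably carrying SNCA 5'UTR luciferase fusion; 0% = DMSO wells and 100% = positive control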
# * = called active by the depositor; ? = inconclusive; / = not tested or not shown.
Structure	HSF1 inhib	AI-2 QS mod	KLF5 inh	HSF1 activator	Platelet DG rel	SKKanGAS inh	HSP90 refold inh	aSyn 5UTR inh	IEC-6 cytotox	HIF act
CN1CCN(C(=O)CN(c2cccc(Br)c2)S(=O)(=O)c2ccccc2)CC1	-3.5	23.8	-43.9	-7.3	-0.6	-3.9	3.4	3.6	3.3	-1.2
CCOC(=O)C(C(=O)OCC)N(C#N)c1nc(OC)nc(N(C)C)n1	2.1	25.0	8.3	7.0	-12.3	1.1	-1.5	7.5	2.9	-0.2
CCOC(=O)Cn1c(=O)c(-c2ccccc2N)nc2ccccc21	-2.0	20.9	/	-8.7	-26.2	-0.4	/	-30.7	/	/
NC(=S)N/N=C\c1c(OCc2ccccc2Cl)ccc2ccccc12	/	9.6	-23.7	/	-5.5	49.7*	4.5	/	5.6	/
O=S(=O)(Cc1ccccc1)N1CCN(C/C=C/c2ccccc2)CC1	3.0	7.9	-5.7	-11.5	0.8	2.0	-1.6	19.6	3.3	-0.2
CN(C)S(=O)(=O)n1cc(/C=C(\NC(=O)c2ccccc2F)C(=O)NCCCN2CCOCC2)c2ccccc21	-6.6	0.7	-18.8	0.3	1.0	0.3	-6.8	-1.2	1.4	-0.1
Cc1[nH]c2ccccc2c1C(=O)C(C)OC(=O)c1ccc(NC(=O)CC#N)cc1 (stereo unspecified)	5.5	15.1	/	5.8	-2.1	22.3	/	24.1	/	0.9
CCOc1ccc(CN2CCN(Cc3c[nH]c4ccccc34)CC2)cc1	1.7	15.9	-37.3	6.6	2.5	2.0	-1.5	-26.8	2.1	-10.1

# (listing goes on)
Structure	HSF1 inhib	AI-2 QS mod	KLF5 inh	HSF1 activator	Platelet DG rel	SKKanGAS inh	HSP90 refold inh	aSyn 5UTR inh	IEC-6 cytotox	HIF act
CC1(C)C([N+](=O)[O-])C(c2ccccc2O)NC(c2ccccc2O)C1[N+](=O)[O-] (stereo unspecified)	-1.2	23.2	-10.6	-6.5	-73.0	8.3	1.7	-3.1	-7.3	-1.2
Cc1nc2ncccn2c1-c1csc(Nc2ccc(S(N)(=O)=O)cc2)n1	-3.9	4.4	-54.6	1.6	6.9	6.2	0.1	5.9	-7.1	0.1
CC(=O)NCc1ccc(C(=O)CCl)s1	-5.8	31.6	-5.7	0.1	-4.2	-7.7	-9.9	-64.3	-11.3	5.5
Cn1cccc1CC(=O)N/N=C/c1ccc(Cl)cc1	5.7	5.9	-12.9	13.5	5.2	3.0	-2.7	-46.9	-4.7	0.2
CCCS(=O)(=O)c1c(S(=O)(=O)CCC)c2ccc(C(N)=O)cn2c1C(=O)c1ccc(F)cc1	-0.2	21.3	4.5	1.5	-0.3	-4.4	-1.1	12.0	-6.4	-0.3
Cc1cc(NC(=O)CCN2C(=O)C3C4C=CC(C4)C3C2=O)c2ccccc2n1 (stereo unspecified)	-1.3	27.9	-23.4	1.8	-3.9	-0.5	-2.5	14.3	8.4	-0.2
S=C(NCC1CC1)N/N=C/c1ccccc1Cl	13.5	1.9	-59.6	19.6	?	-5.0	3.3	-19.5	-4.9	2.3
O=C(NC(Cc1ccccc1)C(=O)O)/C(=C\c1ccco1)NC(=O)c1ccc(Br)cc1 (stereo unspecified)	2.8	15.5	7.5	3.3	7.3	-5.4	-2.0	7.8	-7.5	-0.2

# Sorted by length of the SMILES (ascending): part of the list above.
Structure	HSF1 inhib	AI-2 QS mod	KLF5 inh	HSF1 activator	Platelet DG rel	SKKanGAS inh	HSP90 refold inh	aSyn 5UTR inh	IEC-6 cytotox	HIF act
CC(=O)NCc1ccc(C(=O)CCl)s1	-5.8	31.6	-5.7	0.1	-4.2	-7.7	-9.9	-64.3	-11.3	5.5
Cc1cc(NC(=O)CCN2C(=O)C3C4C=CC(C4)C3C2=O)c2ccccc2n1 (stereo unspecified)	-1.3	27.9	-23.4	1.8	-3.9	-0.5	-2.5	14.3	8.4	-0.2
CCCS(=O)(=O)c1c(S(=O)(=O)CCC)c2ccc(C(N)=O)cn2c1C(=O)c1ccc(F)cc1	-0.2	21.3	4.5	1.5	-0.3	-4.4	-1.1	12.0	-6.4	-0.3
CN(C)S(=O)(=O)n1cc(/C=C(\NC(=O)c2ccccc2F)C(=O)NCCCN2CCOCC2)c2ccccc21	-6.6	0.7	-18.8	0.3	1.0	0.3	-6.8	-1.2	1.4	-0.1

# Going on with the list:
Structure	HSF1 inhib	AI-2 QS mod	KLF5 inh	HSF1 activator	Platelet DG rel	SKKanGAS inh	HSP90 refold inh	aSyn 5UTR inh	IEC-6 cytotox	HIF act
COCCC1CCCCN1C(=O)c1cccc(OC2CCN(S(C)(=O)=O)CC2)c1 (stereo unspecified)	-3.0	23.9	-47.5	-4.1	2.6	4.2	-6.7	7.0	-6.2	-0.3
Cc1cc(OCc2cn3cccnc3n2)ccc1Cl	26.0	19.9	-89.5	48.0	-1.7	0.2	3.5	-127.2	-0.6	2.0
COc1ccc(-n2c(CN3CCOCC3)nc3ccc([N+](=O)[O-])cc3c2=O)c(OC)c1	2.1	16.5	-24.6	0.1	-0.1	-2.5	4.5	21.2	1.6	-2.2
COc1ccc(OC)c(S(=O)(=O)N2CCCCC2C(=O)N2CCN(c3ccccn3)CC2)c1 (stereo unspecified)	-1.3	5.3	2.9	10.0	-11.2	-8.2	5.0	-49.3	-1.5	-0.8
C/C(=N\NC(=O)c1c(C)nc2ccccn12)c1ccco1	-6.0	21.1	-48.4	0.7	0.3	10.6	-0.2	-139.0	0.3	0.8
CCOC(=O)c1cc(Sc2ccccc2N)cc(C(=O)OCC)n1	-1.1	15.8	-32.0	-3.7	-7.1	-1.0	7.9	-7.9	-1.0	-0.6
Cc1cccc(CC(=O)N2CCN(C(=O)c3ccco3)CC2)c1	-10.1	18.0	-48.3	-20.2	5.3	-18.0	-3.7	4.4	-0.9	0.5
COc1ccc(-c2noc(CCC(=O)NC3CCCCC3)n2)cc1	-2.8	19.3	-27.4	16.4	-3.9	1.6	-4.0	-25.9	5.6	1.6
O=C(c1cc2ccccc2oc1=O)N(Cc1ccc2c(c1)OCO2)Cc1ccco1	6.7	-2.1	-18.0	43.0	-1.7	-1.8	-0.7	-11.5	3.3	0.4
CCCCOc1cccc(C(=O)N(Cc2ccco2)C2CCS(=O)(=O)C2)c1 (stereo unspecified)	2.3	21.3	2.1	4.3	1.5	-1.9	-2.0	30.0	2.0	0.0

# Three compounds out of the list above, arranged by the number in HSF1 inhib, ascending.
Structure | HSF1 inhib
Cc1cccc(CC(=O)N2CCN(C(=O)c3ccco3)CC2)c1 | -10.1
COc1ccc(-c2noc(CCC(=O)NC3CCCCC3)n2)cc1 | -2.8
CCOC(=O)C(C(=O)OCC)N(C#N)c1nc(OC)nc(N(C)C)n1 | 2.1

# Source: PubChem BioAssay
